Bioassay records deposited in PubChem by NCI.
NCI-60 one-dose screen, 48 h, at 10 µM unless noted. Numbers give growth in % (100 = growth as untreated, 0 = no growth, -100 = all killed).
MDA-MB-231: MDA-MB-231 breast cancer; hit rate 5% among 81,000; AID 1794789
MCF7: MCF7 breast cancer. hit rate 6.3% among 82,000. AID 1794796
T-47D: T-47D breast cancer; AID 1794792; hit rate 5% among 79,000
BT-549: BT-549 breast cancer | hit rate 4.4% among 78,000 | AID 1794793
MDA-MB-468: MDA-MB-468 breast cancer; hit rate 8.5% among 78,000
K-562: K-562 leukemia | hit rate 7.4% among 78,000
SR: SR leukemia cells. AID 1794780. hit rate 8.7% among 73,000
MOLT-4: MOLT-4 leukemia cells; hit rate 6.9% among 80,000
* = called active by the depositor; · = no result given; & = joins results of further samples. Rule for the calls: active = growth percent below 10; inactive = the rest.

SMILES | MDA-MB-231 | MCF7 | T-47D | BT-549 | MDA-MB-468 | K-562 | SR | MOLT-4
COc1ccc(Nc2nc(-c3cccnc3)nc3sc4c(c23)CCCCCC4)cc1 | 69 | 94 | 102 | 61 | 90 | 63 | 98 | 102
CCCCCCC(=O)c1ccco1 | 113 | 91 | 125 | · | 90 | 102 | 96 | 103
O=C(CN1C(=O)/C(=C\c2ccc(Cl)cc2)SC1=S)Nc1ncc(Cc2ccc(Cl)cc2)s1 | 104 | 95 | 105 | 113 | 108 | 105 | 116 | 106
Cc1ccc(S(=O)(=O)Nc2ccc(OCc3nnc(-c4ccc(Cl)cc4)o3)c(F)c2)cc1 | 76 | 87 | 62 | 85 | 60 | 90 | 70 | 79
COc1cc(/C=C2\C(=O)N(C[C@@H](O)CN[C@H](C(=O)O)C(C)C)c3ccccc32)cc(OC)c1OC | 91 | 97 | 88 | 92 | 97 | 68 | 57 | 63
O=C(c1ccccc1)c1ccc(Cl)c(Cl)c1 | 98 | 104 | 83 | 112 | 119 | 98 | 112 | 99
O=P1(NCCCNP2(=O)OC(CCl)=NC2c2ccccc2Cl)OC(CCl)=NC1c1ccccc1Cl (stereo not drawn) | · | 94 | · | 82 | 96 | 104 | · | 98
CCOC(=O)C1O[N+]([O-])=C(c2ccc(OC)cc2)C1c1ccc(Cl)cc1 (stereo not drawn) | 110 | 101 | 89 | 103 | 98 | · | 118 | 108
O=C1N=c2cc3c(cc2=C/C1=C/c1sc(=S)n(Cc2ccco2)c1O)OCCO3 | 90 | 87 | 100 | 93 | 91 | 68 | · | 85
CC1=C(C(=O)c2cnccn2)C(c2cccc(Oc3ccccc3)c2)NC(=O)N1 (stereo not drawn) | 101 | 96 | 84 | 102 | 99 | 86 | 94 | 99
Cc1ccsc1[C@@H]1C[C@H](O)Cc2cc(OC(F)(F)F)ccc2N1 | 112 | 102 | 92 | 47 | 92 | 96 | 108 | 106
O=C1C(Cl)=C(Oc2ccccc2)C(=O)c2ccccc21 | 81 | 73 | -0.9* | 71 | 13 | 37 | 49 | 57
CCCCc1ccc(C#N)nc1 | 118 | 92 | 101 | 110 | 95 | 114 | 94 | 98
Cc1nc([P+](c2ccccc2)(c2ccccc2)c2ccccc2)c(S(=O)(=O)Cc2ccccc2)o1 | 100 | 98 | 79 | 94 | 48 | 44 | 89 | 94
CCNC(=O)Oc1ccc(/C(=C(/C)c2ccc(OC)cc2)c2ccc(OCCN3CCCCCC3)cc2)cc1 | 47 | 8.8* | 27 | 73 | 38 | 2.3* | -21* | 17
CO[C@H]1/C=C/O[C@@]2(C)Oc3c(C)c(O)c4c(O)c(c(/C=N/N5CCN(C)CC5)c(O)c4c3C2=O)NC(=O)/C(C)=C\C=C\C(C)[C@H](O)[C@@H](C)[C@@H](O)[C@@H](C)[C@@H](OC(C)=O)[C@@H]1C (stereo partly drawn) | 98 | 99 | 107 | 99 | 92 | 100 | 105 | 102
O=C(O)CSCC(=O)Nc1cc(C(F)(F)F)ccc1Cl | 112 | 102 | 102 | 114 | 105 | 102 | 96 | 109
CC(=O)N1c2c(C(N)=O)cnn2CC1c1ccccc1 (stereo not drawn) | 113 | 100 | 106 | 111 | 125 | 89 | 97 | 96
CN1CCN(CC(=O)Nc2nc(-c3cccc(NS(=O)(=O)c4cccc5c(N(C)C)cccc45)c3)cs2)CC1 | 50 | 50 | 64 | 97 | 39 | 9.9* | 12 | 46
Cn1c(O)c(/C=N/c2nccs2)c2ccccc21 | 79 | 78 | 89 | · | 110 | 108 | 91 | 97
CN(/N=C/c1ccccc1)C(=S)Nc1ccccc1 | 99 | 103 | 86 | 113 | 99 | 105 | 107 | 99
O=C(Cn1cc(CSc2nnc3oc4ccccc4n23)nn1)Nc1ccccc1O | 65 | 76 | 69 | 60 | 72 | · | · | ·
Cc1ccc2c(O)c(O)cc(NC(C)CCCN)c2n1 (stereo not drawn) | 57 | 13 | 63 | 91 | · | 42 | 90 | 7.6*
COC(=O)c1c(C(=O)OC)c2ccc3c4cccnc4ccc3n2c1C(=O)c1ccc(Cl)cc1 | 99 | 93 | 81 | 89 | 96 | 99 | 92 | 94
CCOC(=O)c1nn(-c2ccccc2)c(=O)c2c(N)c(C#N)c(-c3cccs3)cc12 | 76 | 75 | 77 | 107 | 70 | 87 | 96 | 97
The list goes on:
SMILES | MDA-MB-231 | MCF7 | T-47D | BT-549 | MDA-MB-468 | K-562 | SR | MOLT-4
Cc1cc(NS(=O)(=O)c2ccc(Nc3nc(/C=C/c4ccc([N+](=O)[O-])cc4)nc4ccccc34)cc2)no1 | 95 | 78 | 79 | 114 | 96 | 88 | 91 | 96
C1=C(C2=CCCc3ccccc32)c2ccccc2CC1 | 107 | 108 | 96 | · | 118 | 95 | 88 | 87
Nc1ccc2c(c1)Cc1cc(N)c(N)cc1-2 | 84 | 73 | 84 | 104 | 77 | 97 | 82 | ·
COc1ccc(-c2nnc3sc(-c4ccccc4-c4nc5ccccc5s4)nn23)cc1 | 77 | 80 | 83 | 105 | 78 | 90 | 66 | 92
COc1ccccc1NC(=S)N(C)C | 104 | 96 | 101 | 116 | 98 | 104 | 98 | 104
O=C1C(c2c[nH]c3ccccc23)=C(c2coc3ccc(O)cc23)C(=O)N1O | 99 | 80 | 94 | 101 | 101 | 99 | 63 | 101
COc1ccc(CNC(=O)c2ccc(Nc3ccc(Cl)nn3)cc2)cc1 | 98 | 89 | 91 | 105 | 97 | · | · | 100
COc1cc2c(cc1OC)C1(NCC2)C(=O)Nc2c(Br)cc(Br)cc21 (stereo not drawn) | 102 | 85 | 93 | 127 | 108 | 95 | 76 | 95
COc1ccc2cc(-c3nc4ccccc4s3)c(Cl)nc2c1OC | 87 | 93 | 91 | 114 | 103 | 92 | 88 | 93
CC(=O)c1nc2ccccc2n1CCN=C(N)N | 85 | 86 | 101 | 111 | 112 | 103 | 86 | 87
Oc1ccc(O)c2c1CN(Cc1ccccc1)C(=S)N(Cc1ccccc1)C2 | 120 | 101 | 108 | 102 | 108 | 101 | 102 | 106
C/C(=C\c1cccs1)[N+](=O)[O-] | 111 | 96 | 88 | 95 | 115 | 101 | 95 | 95
CCCCCCCN(CCCCCCC)C(=N)c1ccc(OC)c2ccccc12 | -77* | -74* | -73* | -7.5* | -85* | -48* | -49* | -50*
CC(C)c1nc2ccccc2n1CC(=O)c1ccc(C#N)cc1 | 95 | 90 | 91 | 97 | 79 | 92 | · | 90
Cc1cc(C)c([N+](=O)[O-])cc1N | 113 | 99 | 86 | 98 | 96 | 85 | 95 | 94
CCOc1ccc2ccccc2c1N | 69 | 85 | 92 | 127 | 107 | 114 | 104 | 114
COc1ccc(C(=O)CSc2nnc3sc(Nc4ccccc4)nn23)cc1 | 93 | 105 | 82 | 104 | 100 | 90 | 72 | 98
O=C(Cn1cc(CSc2nc3ccccc3o2)nn1)Nc1ccc(F)cc1F | 112 | 93 | 116 | 113 | 104 | 107 | 109 | 120
O=Cc1c(Cl)cccc1Cl | 103 | 98 | 105 | · | 108 | 100 | 98 | 98
CC(=O)NC1=C(C#N)C(c2ccccc2Cl)c2ccc3ccccc3c2O1 (stereo not drawn) | 102 | 92 | 92 | 109 | 98 | 101 | · | 101
CSc1c(-c2nc3ccccc3s2)c(N)nc2c(C(N)=O)c(Nc3ccccc3)nn12 | 90 | 70 | 70 | 104 | 80 | 97 | 97 | 107
NC(Cc1ccc(Cl)cc1)C(=O)O (stereo not drawn) | 111 | 104 | 101 | 107 | 102 | 106 | 88 | 98
O=C1Nc2cc(Cl)ccc2/C1=C\c1c(-c2ccc(F)cc2)nc2ccccn12 | 50 | 2.1* | 24 | 22 | -7.9* | · | · | -4.4*
COc1ccc(CNC(=O)Nc2sc3c(c2C#N)CCCC3)cc1 | 107 | 93 | 90 | 96 | 91 | 102 | 86 | 102
COc1ccc(-c2cc(Cc3ccc(Cl)cc3)c(=O)[nH]n2)cc1 | 81 | 92 | 65 | 103 | 73 | 96 | 90 | 80
(continued)
SMILES | MDA-MB-231 | MCF7 | T-47D | BT-549 | MDA-MB-468 | K-562 | SR | MOLT-4
c1ccc2scnc2c1 | 109 | 84 | 111 | 119 | 124 | 113 | 88 | 95
CCCCCCCCCNc1ccc(C(=O)O)cc1C(F)(F)F | 100 | 99 | 99 | 102 | 114 | 105 | 118 | 99
C/C(=N/Nc1ccc([N+](=O)[O-])cn1)C(=O)O | 110 | 102 | 101 | 102 | 118 | 101 | 105 | 105
Cc1ccc(CN(C)Cc2nc3c(Br)cc(Br)cc3c(=O)[nH]2)cc1 | 108 | 112 | 102 | 124 | 107 | 95 | · | 89
Cc1nc(Nc2ccc(OCc3c(-c4ccccc4)no[n+]3[O-])cc2)c2cnn(-c3ccc(Br)cc3)c2n1 | 106 | 85 | 97 | 94 | 111 | 91 | 87 | 92
CCCCCCC(C)OC(=O)c1ccccc1 (stereo not drawn) | 111 | 96 | 90 | 106 | 99 | 90 | 86 | 82
c1cncc(-c2nc3ccccc3s2)c1 | 107 | 100 | 88 | 104 | 94 | 98 | 103 | 95
O=C1C=CC(=O)N1c1ccc(-c2nc3ccccc3o2)cc1 | 105 | 87 | 97 | 117 | 81 | 46 | 92 | 90
O=C(/C=C\c1ccc(OCCCCCC[P+](c2ccccc2)(c2ccccc2)c2ccccc2)cc1)c1ccc2c(c1)OCCO2 | 2.3* | 5.1* | · | -17* | -39* | 2.4* | -19* | -21*
COc1ccc(N(C)c2nc(N)nc3sc4c(c23)CCCC4)cc1 | 26 | 15 | 70 | 24 | 19 | 7.8* | 6.5* | 12
COc1ccc(NC(=S)Nc2ccc(NCc3nc4sc5c(c4c(=O)[nH]3)CCCC5)cc2)cc1 | 93 | 95 | 87 | 105 | 98 | 96 | 107 | 106
COc1c2c(cc3c1C(CCc1ccccc1)N(C)CC3)OCO2 (stereo not drawn) | -12* | -34* | -22* | -29* | -62* | 6.1* | -9.9* | 8.7*
O=S(=O)(Nc1cccnc1)c1ccccc1 | 125 | 93 | 96 | 107 | 100 | 93 | 109 | 104
O=[N+]([O-])c1cccc(N=Cc2ccccc2)c1 | 106 | 102 | 103 | 101 | 106 | 96 | 88 | 87
CC(C)C[C@H](NC(=O)CSc1nnc(-c2ccc(NC(=O)c3cccnc3)cc2)o1)C(=O)O | 102 | 104 | 93 | 105 | 99 | 95 | · | 106
O=C(COc1ccc(Cl)cc1Cl)NCCN1CCCCC1 | 100 | 89 | 101 | 102 | 97 | 107 | 94 | 107
CCN(CC)C(=O)c1cccc(N)c1 | 119 | 93 | 102 | 115 | 104 | 92 | 91 | 94
CN(C)CCC(C(=O)c1ccccc1)c1cccnc1 (stereo not drawn) | 91 | 94 | 87 | 104 | 108 | 121 | 92 | 105
COc1ccc(-c2cc(-c3ccc(Cl)cc3)c(C#N)c(=O)n2Cc2ccc(C(=O)NO)cc2)cc1 | 97 | 56 | 87 | 79 | 96 | 80 | 57 | 91
COc1cc(/C=C/C(=O)N2CCN(C)CC2)c(OC)c2c1OCO2 | 98 | 91 | 101 | 101 | 96 | 98 | 99 | 100
CC1=NN(c2cccc(Cl)c2)C(=O)/C1=C\c1cn(C[C@@H](O)Cn2c3ccccc3c(=O)c3ccccc32)c2ccccc12 | 100 | 93 | 94 | 97 | 93 | 98 | 101 | 103
CCOC(=O)c1cc(C(=O)c2ccc(OC)c(OC)c2)n2c1ccc1c3ncccc3ccc12 | 100 | 81 | 110 | 107 | 109 | 92 | 88 | 77
Clc1cnc(OCCc2ccncc2)nc1-n1cnc2ccccc21 | 94 | 77 | 78 | 99 | 92 | 79 | 66 | 73
CCCN1C(=O)CCC1=O | 102 | 86 | 112 | 103 | 103 | 97 | 96 | 100
CC(=O)Oc1ccccc1C(=O)O | 102&103&111 | 97&99&112 | 98&105 | 108 | 107&106&110 | 102&99&109 | 102&99 | 109&106&110

In another format: 14 of the compounds above
| SMILES | MDA-MB-231 | MCF7 | T-47D | BT-549 | MDA-MB-468 | K-562 | SR | MOLT-4 |
| --- | --- | --- | --- | --- | --- | --- | --- | --- |
| Cc1ccc(CN(C)Cc2nc3c(Br)cc(Br)cc3c(=O)[nH]2)cc1 | 108 | 112 | 102 | 124 | 107 | 95 | · | 89 |
| Cc1nc(Nc2ccc(OCc3c(-c4ccccc4)no[n+]3[O-])cc2)c2cnn(-c3ccc(Br)cc3)c2n1 | 106 | 85 | 97 | 94 | 111 | 91 | 87 | 92 |
| CCCCCCC(C)OC(=O)c1ccccc1 (stereo not drawn) | 111 | 96 | 90 | 106 | 99 | 90 | 86 | 82 |
| c1cncc(-c2nc3ccccc3s2)c1 | 107 | 100 | 88 | 104 | 94 | 98 | 103 | 95 |
| O=C1C=CC(=O)N1c1ccc(-c2nc3ccccc3o2)cc1 | 105 | 87 | 97 | 117 | 81 | 46 | 92 | 90 |
| O=C(/C=C\c1ccc(OCCCCCC[P+](c2ccccc2)(c2ccccc2)c2ccccc2)cc1)c1ccc2c(c1)OCCO2 | 2.3* | 5.1* | · | -17* | -39* | 2.4* | -19* | -21* |
| COc1ccc(N(C)c2nc(N)nc3sc4c(c23)CCCC4)cc1 | 26 | 15 | 70 | 24 | 19 | 7.8* | 6.5* | 12 |
| COc1ccc(NC(=S)Nc2ccc(NCc3nc4sc5c(c4c(=O)[nH]3)CCCC5)cc2)cc1 | 93 | 95 | 87 | 105 | 98 | 96 | 107 | 106 |
| COc1c2c(cc3c1C(CCc1ccccc1)N(C)CC3)OCO2 (stereo not drawn) | -12* | -34* | -22* | -29* | -62* | 6.1* | -9.9* | 8.7* |
| O=S(=O)(Nc1cccnc1)c1ccccc1 | 125 | 93 | 96 | 107 | 100 | 93 | 109 | 104 |
| O=[N+]([O-])c1cccc(N=Cc2ccccc2)c1 | 106 | 102 | 103 | 101 | 106 | 96 | 88 | 87 |
| CC(C)C[C@H](NC(=O)CSc1nnc(-c2ccc(NC(=O)c3cccnc3)cc2)o1)C(=O)O | 102 | 104 | 93 | 105 | 99 | 95 | · | 106 |
| O=C(COc1ccc(Cl)cc1Cl)NCCN1CCCCC1 | 100 | 89 | 101 | 102 | 97 | 107 | 94 | 107 |
| CCN(CC)C(=O)c1cccc(N)c1 | 119 | 93 | 102 | 115 | 104 | 92 | 91 | 94 |

Hits appear at their usual frequency (roughly 13% active in at least one column).
